Source: PubChem
SW480 rereplic: A quantitative high throughput screen for small molecules that induce DNA re-replication in SW480 colon adenocarcinoma cells; 340,000 tested, 1.8% active; Potency, µM (series often up to 46.1 µM), without a hit: at the top dose re-replication activation, most hits filed as activators; SW480 DNA re-replication, Hoechst DNA content imaging, 48 h; note: potency is the fitted concentration of half-maximal effect; % of control where 0% means no effect; nearly all actives have a fitted effect of over 55% in size
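Image-based DNA-content assay: after two days of treatment, nuclei were labelled with the DNA dye Hoechst and imaged, and hits were compounds raising the count of nuclei showing high fluorescence intensity.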
S2 tox: Viability Counterscreen for Primary qHTS for Inhibitors of ATXN expression; S2 cells (HEK-293 line with an ATXN2-luciferase reporter) viability, CellTiter-Fluor protease fluorescence, 24 h; Potency, µM (highest dose often 56.7 µM), usual class: cytotoxic; 400,000 tested, 0.49% active; AID 651635, 2014; note: potency is the fitted concentration of half-maximal effect; nearly all actives have a fitted effect of over 40% in size
ATXN2 expr inh: Primary qHTS for Inhibitors of ATXN expression; HEK-293 ATXN2-luciferase reporter, luminescence, 24 h; Potency, µM (highest dose often 57 µM), for inactives: at the top dose activity change, negative = inhibition, most hits filed as inhibitors; 360,000 tested, 0.72% active; AID 1745845, 2022; note: potency is the fitted concentration of half-maximal effect; % is set by controls: 0 for no effect and ±100 for the full control effect; nearly all actives have a fitted effect of over 55% in size
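qHTS (up to 57 uM final) was run with 24 h compound exposure of reporter cells at 37 °C. Each well was multiplexed: SteadyGlo luminescence measured ATXN2-luciferase expression after a fluorogenic Gly-Phe-AFC viability readout (25 uM final).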
HT1080NT lethal: qHTS for induction of synthetic lethality in tumor cells producing 2HG: qHTS for the HT-1080-NT fibrosarcoma cell line | Potency, µM (titrated, usually from 46.1 µM), without a hit: at the top dose activity, negative = less viability, usual class: cytotoxic | HT-1080-NT fibrosarcoma viability, CellTiter-Glo ATP luminescence, 48 h | 360,000 tested, 1.6% active;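 note: NT is the 2HG producing partner of a matched IDH1 knockdown line; potency is the fitted concentration of half-maximal effect; 0% = DMSO-treated cells and -100% = media-only wells without cells; nearly all actives have a fitted effect of over 55% in size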
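HT-1080-NT; 750 cells/well; 5% FBS RPMI; 48 h compound, 37 degrees C; CellTiter-Glo luminescence; curve fitting and curve-class assignment.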
IL-1B inflam inh: qHTS for Inhibitors of Inflammasome Signaling: IL-1-beta AlphaLISA Primary Screen | THP-1 LPS/ATP IL-1B secretion, AlphaLISA, 16 h; hits give low values | activity change, % at 57.5 µM | AID 743279, 2014 | 360,000 tested, 4.7% active; in the data active = activity change below about -50%; inconclusive = mostly about -30% to -49%; note: % is set by controls: 0 for no effect and ±100 for the full control effect
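THP-1 cells pretreated 1 hr with compounds (up to 57.5 uM final), then stimulated with LPS (250 ng/mL final) plus ATP (1.25 mM final); secreted IL-1B measured by AlphaLISA after 16 hr, decreased signal indicating inhibition.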
KB-V1 MDR tox: qHTS assay for MDR1-selective chemotherapeutics: Primary screen using the drug-selected MDR subline cells KB-V1 | 400,000 tested, 3.4% active | KB-V1 MDR cells viability, CellTiter-Glo, 72 h | Potency, µM (highest dose often 46.1 µM), inactives show top-dose activity change, negative = cytotoxicity, most hits filed as cytotoxic; note: potency is the fitted concentration of half-maximal effect; % is set by controls: 0 for no effect and ±100 for the full control effect; nearly all actives have a fitted effect of over 60% in size
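Luminescent ATP read-out (CellTiter-Glo, 10 min) measures survival of drug-selected KB-V1 MDR cells after 72 h, 37 degrees C compound exposure. Medium: phenol-red-free DMEM, 10% FBS. Values from fitted concentration-response curves.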
HT1080 IDH1KD tx: qHTS for induction of synthetic lethality in tumor cells producing 2HG: qHTS for the HT-1080-IDH1KD cell line | AID 686971, 2013 | Potency, µM (series often up to 46.1 µM), without a hit: at the top dose activity, negative = toxicity, most hits filed as cytotoxic | 360,000 tested, 2% active | HT-1080 IDH1 knockdown viability, ATP luminescence, 48 h;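 note: potency is the fitted concentration of half-maximal effect; 0% = DMSO wells and -100% = cell-free medium wells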
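Using the IDH1-knockdown HT-1080 line run in the same batch and compound series as the NT line, viability after 48 h at 37 °C was determined by CellTiter-Glo luminescence and expressed as % activity.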
MCF10A rerep: A quantitative high throughput screen for small molecules that induce DNA re-replication in MCF 10a normal breast cells. MCF 10A DNA re-replication, Hoechst nuclear intensity, 48 h. Potency, µM (doses to about 46.1 µM), inactives show at the highest dose activity, positive = re-replication, actives largely listed as activators. 350,000 tested, 2.9% active; note: potency is the fitted concentration of half-maximal effect; % of control where 0% means no effect; nearly all actives have a fitted effect of over 50% in size
KB-3-1 cytotox: qHTS assay for MDR1-selective chemotherapeutics: Primary screen using the parental adenocarcinoma cell KB-3-1. KB-3-1 viability, CellTiter-Glo ATP luminescence, 72 h. 400,000 tested, 1.4% active. Potency, µM (doses to about 46.1 µM), inactives show at the highest dose activity change, negative = cytotoxic, hits mostly cytotoxic. AID 1347075, 2019; note: potency is the fitted concentration of half-maximal effect; % is set by controls: 0 for no effect and ±100 for the full control effect; nearly all actives have a fitted effect of over 60% in size
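Cytotoxicity measured as CellTiter-Glo luminescence after 72 h at 37 C. Compound titrations were pinned onto drug-naive KB-3-1 parental adenocarcinoma cells grown in DMEM with 10% FBS, and normalized data fitted to concentration-response curves.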
* = called active by the depositor; i = inactive; ? = inconclusive; nt = no result given; & = joins results of further samples; [ ] = dose if it differs, or a comment. Unless noted, calls come from the whole dose curve; as a rule, active = well fitted curve in the direction sought with a large enough effect; inconclusive = small, poorly fitted or top-dose-only effect, or another doubt; inactive = no such curve, though single readings can be large; an effect the other way counts as inactive or inconclusive.

SMILES	SW480 rereplic	S2 tox	ATXN2 expr inh	HT1080NT lethal	IL-1B inflam inh	KB-V1 MDR tox	HT1080 IDH1KD tx	MCF10A rerep	KB-3-1 cytotox
CCCC(C(=O)N(C)CC(=O)Nc1ccc(N2CCOCC2)cc1)c1ccccc1 (stereo not drawn)	8%	i	14%	4%	-6	-12%	8%	-14%	6%
CC(C)NC(=O)c1ccc(S(=O)(=O)N(C)C)cc1	-6%	i	15%	5%	25	-7%	-7%	-1%	12%
O=C(O)CCC(=O)OCCN(Cc1ccc(Oc2ccc([N+](=O)[O-])cc2)cc1)C(=O)C(Cl)Cl	-1%	?	-6%	4%	4	23µM*	-5%	8%	3%
O=C(CCN1CCOCC1)Nc1ccc2c(c1)N(C(=O)CN1CCOCC1)c1ccccc1CC2	-1%	i	0%	8%	27	4%	7%	-2%	5%
CCOc1ccc(NC(=O)CN2CCN(c3ccc(Cl)cc3)CC2)cc1	nt	i	4%	nt	nt	20%	nt	nt	-12%
Cc1nc2c(c(N3CCOCC3)n1)OCC(=O)N2	-3%	i	-7%	-6%	-4	-1%	0%	2%	-5%
CSc1nc(N2CCOCC2)c2c3c(sc2n1)CCCC3	-5%	?	6%	-11%	-4	?	-8%[9.24 µM]	22%	-1%
COc1ccc(CN2C3CCCC2CC(NC(=O)Nc2ccccc2C)C3)cc1 (stereo not drawn)	6%	i	-10%	14%	-8	?	10%	19%	-1%
CN(C)S(=O)(=O)c1ccc2c(c1)N(CC(=O)N1CCC(C(N)=O)CC1)CCS2	nt	i	-9%	nt	nt	-3%	nt	nt	7%
N#Cc1ccc(CSc2nnc(-c3ccccn3)n2-c2ccccc2)cc1	0%	i	5%	-1%	-18	-22%	-3%	?	-23%
Cc1ccc(S(=O)(=O)N(C)C)cc1NC(=S)NNC(=O)C1CC1	-1%	i	-8%	5%	23	0%	-1%	?	5%
C=CCn1c(=O)c(C(=O)Nc2ccccc2C)c(O)c2ccccc21	4%	i	63%[activator]	-15%	14	?	-1%	18µM*	?
CN(C)C1=NCCN1CC1CCCCC1	-12%	i	5%	4%	6	7%	7%	-5%	22%
CC1(C)C(=O)Nc2ccccc2N1C(=O)CSc1nc(-c2ccccc2)cs1	1%	?	-23%	-5%	?	?	-22%	11%	?
CCOc1ccc2nc(SCc3ccc(OC)cc3)sc2c1	nt	i	20%	3%	-8	?	-4%	5%	0%

Quoted from the entries so far, 3 compounds:
SMILES	SW480 rereplic	S2 tox	ATXN2 expr inh	HT1080NT lethal	IL-1B inflam inh	KB-V1 MDR tox	HT1080 IDH1KD tx	MCF10A rerep	KB-3-1 cytotox
CN(C)C1=NCCN1CC1CCCCC1	-12%	i	5%	4%	6	7%	7%	-5%	22%
CC1(C)C(=O)Nc2ccccc2N1C(=O)CSc1nc(-c2ccccc2)cs1	1%	?	-23%	-5%	?	?	-22%	11%	?
CCOc1ccc2nc(SCc3ccc(OC)cc3)sc2c1	nt	i	20%	3%	-8	?	-4%	5%	0%

More structures.
SMILES	SW480 rereplic	S2 tox	ATXN2 expr inh	HT1080NT lethal	IL-1B inflam inh	KB-V1 MDR tox	HT1080 IDH1KD tx	MCF10A rerep	KB-3-1 cytotox
Cc1cc(C(=O)NNC(=O)CCN2CCN(c3ccccc3)CC2)c2ccccc2n1	-2%	i	-23%	-2%	26	3%	2%	-2%	?
CCOc1cccc(NC(=O)CSc2ncc(-c3ccc(Cl)cc3)[nH]2)c1	nt	i	-17%	nt	nt	?	nt	nt	-3%
O=C(c1cccs1)N1CCCC1	-1%[9.22 µM]	i	4%	7%	-4	15%	7%	1%	3%
COc1ccc(N2CCN(C(=O)c3cc4c(=O)n(Cc5ccccc5)ccc4nc3C)CC2)cc1	3%	i	-2%&-16%	-10%	34	-27%&24%	-12%	22%	-10%&7%
COC(=O)[C@@]12CCCN1[C@H](c1ccc(-c3ccc(F)cc3)cc1)[C@H]1C(=O)N(C)C(=O)[C@H]12	-18%	i	-5%	-3%	6	0%	-3%	10%	-8%
COc1ccc(C(=O)NCC(=O)OCC(=O)Nc2sccc2C#N)cc1OC	-66%[inhibitor]	i	nt	0%	9	4%	6%	-5%	3%
O=c1[nH]c2c(s1)C(c1ccco1)C1C3CCC(C3)C1S2 (stereo not drawn)	1%	i	1%	-6%	42	15%	-6%	27%	8%
COc1cc(-c2nnn(Cc3ccccc3C)n2)cc(OC)c1OC	3%	i	nt	-4%	-6	-11%	0%	-8%	-10%
COc1cc(OC)cc(-c2sc3ccc(OC)cc3c2C#CC(C)(C)O)c1	12%	i	-21%	-17%	-9	7%	?	69%	?
CNC(=O)NC(=O)C(C)OC(=O)c1ccc(Cl)c(S(=O)(=O)Nc2ccc(F)cc2)c1 (stereo not drawn)	26%	i	0%	-1%	10	5%	-5%	3%	0%
Cc1nn(C)c(C)c1CS(=O)(=O)c1ccccc1	14%	i	-10%	25%	-9	3%	16%	?	12%
Cc1nn(CCCC(=O)Nc2cc(Oc3ccc(F)cc3)cc([N+](=O)[O-])c2)c(C)c1[N+](=O)[O-]	1%	i	-25%	-4%	0	5.8µM*	-11%	0%	29%
O=C(NCC1CCCO1)C1CC(c2ccc(Cl)c(Cl)c2)=NO1 (stereo not drawn)	17%	i	1%	0%	10	-26%	8%	8%	5%
O=C(NCCN1C(=O)S/C(=C\c2ccc(F)cc2)C1=O)C1CCN(S(=O)(=O)c2cccs2)CC1	-2%	i	9%	4%	19	-7%	15%	3%	4%
CCOc1ccccc1CNC(=O)C(CC)n1nc(C)c2c(C)n(-c3ccccc3)nc2c1=O (stereo not drawn)	nt	i	-16%	nt	nt	?	nt	nt	-4%
O=C(Cn1cnc2ccccc2c1=O)N(Cc1ccco1)c1ccc(O)cc1	?	i	-4%	-5%	13	-28%	-18%	6%	6%
COc1ccc(C(=O)Nc2ccc(C(=O)N3CCCCC3C)cc2)c(OC)c1OC (stereo not drawn)	2%	i	2%	11%	-11	-5%	2%	0%	0%
CCn1c2ccccc2c2cc(NS(=O)(=O)c3ccc(C)cc3)ccc21	?	i	-15%	?	0	?	?	18µM*	?
CCOc1cc(N2CCOCC2)c(OCC)cc1NC(=O)c1cc(C)nc2ccccc12	4%	i	-17%	-6%	-7	?	-2%	4%	7%
Cc1ccc(NC(=O)C2CCN(S(=O)(=O)c3cc(-c4noc(C)n4)ccc3C)CC2)c(C)c1	nt	i	-22%	nt	nt	-29%	nt	nt	?
Cn1cccc1C(=O)NC(=O)COC(=O)c1cc([N+](=O)[O-])ccc1Cl	0%	i	-14%	12%	-15	-1%	8%	11%	8%
CCc1nc2cc(NC(=O)C3(C)CCCN(C(C)=O)C3)ccc2o1 (stereo not drawn)	nt	i	21%	17%	30	-13%	?	nt	17%
O=C(C1CCN(CCCc2ccccc2)CC1)N1CCCCC1	-2%	i	8%	-5%	-9	0%	-10%	12%	-10%
COC(=O)c1ccc(C(=O)OC)c(NC(=O)CN2CCCCC2)c1	6%	i	-3%	22%	-3	-2%	18%	-3%	16%
CCOC(=O)C1(Cc2ccccc2C)CCCN(Cc2cn(C)nc2C)C1 (stereo not drawn)	-18%	i	-12%	13%	12	13%	?	-1%	2%
O=C(Nc1ccc(S(=O)(=O)Nc2ncccn2)cc1)c1ccc(S(=O)(=O)N2CCCC2)cc1	9%	i	1%	14%	16	3%	15%	-3%	-1%
Cc1cc(/C(O)=C2\C(=O)C(=O)N(CCN(C)C)C2c2ccncc2)ccc1OCc1ccccc1 (stereo not drawn)	-13%	i	2%	-1%	6	4%	1%	-2%	-7%
N#Cc1c(=O)c2nc(NCc3ccccc3)ncc2n2ccccc12	-1%	i	-2%	1%	0	0%	-6%	1%	?
C[C@@H]1CN([C@H](C)CO)C(=O)CCCn2nncc2CO[C@H]1CN(C)Cc1ccccc1	nt	i	8%	9%	12	0%	-3%	nt	8%
O=C1CN(C(=O)COC(=O)c2oc3ccccc3c2COc2ccccc2)c2ccccc2N1	0%	i	-15%	-5%	30	?	2%	15%	-8%
O=C(O)CC(NC(=O)CC(c1ccccc1)c1ccccc1)c1cccc([N+](=O)[O-])c1 (stereo not drawn)	-7%	i	nt	10%	3	3%	0%	-7%	7%
COc1ccc(Sc2ncnc3onc(C)c23)cc1	21%	i	-30%	-1%	0	-16%	2%	4%	0%
Cc1ccccc1N(C)S(=O)(=O)c1nnc(NC(=O)c2ccco2)s1	-5%	i	nt	0%	-10	1%	5%	-4%	0%
O=C(CC1C(=O)NCCN1C(=O)c1ccc(Cl)cc1)Nc1ccc(F)cc1 (stereo not drawn)	3%	i	-5%	-6%	-3	nt	1%	?	nt
Nc1ccccc1SCc1csc(-c2ccc(Cl)cc2)n1	4%	i	nt	0%	1	-2%	-13%	-13%	-11%
CCOCCCNC(=O)C(c1ccc(C)cc1)N(Cc1ccc2c(c1)OCO2)C(=O)c1ccccn1 (stereo not drawn)	1%	i	-22%	0%	4	?	6%	-6%	9%
Cc1cccc(OCC(=O)Nc2ccc3nc(C)sc3c2)c1	2%	i	nt	-1%	-12	0%	0%	0%	0%
O=[N+]([O-])c1ccccc1S(=O)(=O)N1CCN(c2ccccn2)CC1	21%	i	nt	-5%	-4	-16%	0%	15%	0%
CC1N=C2c3ccccc3N=C(SCC(=O)NCCc3ccccc3)N2C1=O (stereo not drawn)	nt	i	-6%	nt	nt	8%	nt	nt	13%
CC(C)c1ccc(C(CC(=O)c2ccc(Cl)cc2)C(=O)O)cc1 (stereo not drawn)	1%	?	-21%	2%	61	5%	1%	?	5%
